From PubChem BioAssay
S3 lipid droplet – qHTS Assay for Lipid Storage Modulators in Drosophila S3 Cells; Drosophila S3 cells, BODIPY lipid droplet fluorescence, 18-24 h; cells fed with added oleic acid; Potency in µM for hits, for the others lipid storage change, negative = inhibition, % at the top dose, mostly 46.1 µM; 320,000 tested, 0.64% active; AID 2685, 2010; active means well fitted inhibition curve with a large enough effect in the signal ratio, with a control signal flat, not every such curve was filed as active; inconclusive means small, poorly fitted or top-dose-only effect, or effect the other way, or a change in a side signal; the % refers to the signal ratio
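Drosophila S3 cells loaded with oleic acid (400 uM, as added) and compounds at several concentrations; lipid droplets imaged by 488-nm laser-scanning cytometry, 500–530 nm intensity and object ratio to cell channel. Percent activity normalized to 20 uM Triacsin C.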
S3 lipid droplet cell count max – recorded beside S3 lipid droplet, whose call it bears; cell number change, %; measured here: cell count max response;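 cells counted by Cell Tracker Red CMTPX staining in the red channel; peak over a dose series mostly up to 46.1 µM; percent activity relative to internal control wells on each plate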
The depositor's hits bear a star; i = inactive; ? = inconclusive; nt = not tested or not shown; [ ] = dose if it differs, or a comment. On the % scale 0 is the no-effect control and ±100 the full control effect; potency means the concentration at half of the fitted maximal effect.

Values run as follows: S3 lipid droplet | S3 lipid droplet cell count max
- COc1ccc(S(=O)(=O)NC(CC(=O)NCC2CCCO2)c2ccco2)cc1 (stereo not drawn)
  ? | nt
- COc1ccc(Cl)cc1NC(=O)c1[nH]nc(OC)c1[N+](=O)[O-]
  ? | nt
- Cc1cccc(-n2c(C)cc(/C=N/NC(N)=S)c2C)c1
  2% | -4
- CCS(=O)(=O)Nc1ccc(C2=NN(C(C)=O)C(c3cccs3)C2)cc1 (stereo not drawn)
  5% | 0
- CCC(=O)N1CCC2(CC1)Oc1ccc(Cl)cc1C(=O)C21CC(c2cccnc2)=NO1 (stereo not drawn)
  ? | nt
- CCOC(=O)C1CCCc2c1[nH]c1c(C(N)=O)cccc21 (stereo not drawn)
  i | nt
- CCOc1ccc2oc(C(=O)NNC(=O)c3csc(N4CCOCC4)n3)c(C)c2c1
  ? | nt
- CCOc1ccc(Nc2nc3ccccc3n3nnnc23)cc1
  15%[9.22 µM] | nt
- COc1ccc(-c2cc(=O)c3cc(C)ccc3[nH]2)cc1
  ? | nt
- COC(=O)C1=C(CSCc2ccco2)NC(=O)NC1c1cc(C)ccc1C (stereo not drawn)
  ? | nt
- Cc1cc(SCC(=O)N/N=C/c2ccco2)nc2ccccc12
  ? | nt
- Cc1ccc(NC(=O)NNC(=O)c2cc3ccccc3cc2O)cc1C
  12% | 12
- O=C(COC(=O)Cc1ccc(Cl)c(Cl)c1)NCc1ccco1
  -34%[0.0737 µM] | nt
- CCN(CCO)c1ccc(-n2c(N)c(C(=O)OC)c3nc4ccccc4nc32)cc1
  ? | nt
- Cc1ccc(C2CC(c3ccco3)n3ncnc3N2)cc1 (stereo not drawn)
  ? | nt
- CCC(=O)Nc1nc2ccccc2n1Cc1ccccc1C
  -17% | -16
- CC(=O)NC1C(=O)N=C(SCc2ccccc2)NC1=O (stereo not drawn)
  ? | nt
- CCn1cc(C(=O)Nc2ccc(C(=O)N3CCCC3)cc2)c(=O)c2ccc(C)nc21
  -13% | 1
- Cc1ccc(C(=O)NC2(C(F)(F)F)N=C3SCCN3C2=O)cc1 (stereo not drawn)
  ? | nt
- COc1ccccc1-c1nc(C(F)(F)F)c(OC)o1
  i | nt
- O=C(Nc1nccs1)c1ccc(NC(=O)c2ccco2)cc1
  i | 17
- C=CCOc1ccc2c(OC)c3ccoc3nc2c1OC
  -1% | -7
- CC(C)(C)c1ccc(Cn2nc(CC(=O)O)c3ccccc3c2=O)cc1
  ? | nt
- O=C(Cc1ccc(Br)cc1)OCC(=O)N1CCc2ccccc2C1
  2% | -9
- C/C(CC(=O)Nc1ccc([N+](=O)[O-])cc1)=N/NC(=O)C1C2CCCCC21 (stereo not drawn)
  ? | nt
- CC(C)Cn1c(Cc2ccccc2)n[nH]c1=S
  ? | nt
- COc1ccc(CNC(=O)COc2cc3c(c4oc(=O)cc(C)c24)CCC(C)(C)O3)cc1OC
  ? | nt
- CCOC(=O)C1CCCN(C(=O)Cc2ccc(C)cc2)C1 (stereo not drawn)
  0% | 15
- COc1ccc(OCC(=O)Nc2cc(S(=O)(=O)N3CCCCC3)ccc2OC)cc1
  7% | -4
- CCc1nc(CN(C)C(=O)C2CCC(=O)N(Cc3cccc(F)c3)C2)no1 (stereo not drawn)
  i | -1
- Brc1cc(Br)c2ncnc(N3CCCCC3)c2c1
  21% | -16
- NS(=O)(=O)c1ccc(NC(=O)COc2ccc(Cl)cc2)cc1
  6% | -2
- O=C(NC1CCN(C(=S)NCCc2ccccc2)CC1)C1CCCCC1
  1% | -16
- O=C(NC1C2CC3CC(C2)CC1C3)C1CC1 (stereo not drawn)
  i | -14
- COc1cccc(CN(C)C(=O)c2cccc(NC(=O)CC3SC(N4CCCCC4)=NC3=O)c2)c1OC (stereo not drawn)
  ? | nt
- CCn1c(=O)oc2cc(NC(=O)CCl)ccc21
  ? | nt
- COCCn1c(Cc2ccccc2)nnc1SCC(=O)NC1CC1
  i | 21
- COc1ccc(NS(=O)(=O)c2cccc(C(=O)NNC(=O)c3cccn3C)c2)cc1
  ? | nt
- O=C(COC(=O)CC1CC2CCC1C2)NC(=O)NCc1ccco1 (stereo not drawn)
  ? | nt
- COc1ccc(NC(=O)c2c(C)oc3c2CCCC3)cc1
  3% | -12

Profiles as entered above:
Listed for O=C(Nc1nccs1)c1ccc(NC(=O)c2ccco2)cc1 : S3 lipid droplet: i; S3 lipid droplet cell count max: 17
Listed for COCCn1c(Cc2ccccc2)nnc1SCC(=O)NC1CC1 : S3 lipid droplet: i; S3 lipid droplet cell count max: 21
Listed for CC(C)Cn1c(Cc2ccccc2)n[nH]c1=S : S3 lipid droplet: ?; S3 lipid droplet cell count max: nt

The listing continues:
Values run as follows: S3 lipid droplet | S3 lipid droplet cell count max
- Cc1cccc(CSCCNC(=O)c2ccc(CN3CCOCC3)cc2)c1
  ? | nt
- Cc1ccc(C(CNS(=O)(=O)c2ccc(Cl)cc2)N2CCN(C)CC2)cc1 (stereo not drawn)
  -5%[0.0737 µM] | -11
- CCOc1ccc(N2C(=O)Nc3ccccc3C2(O)C(=O)NCc2ccc(OC)cc2)cc1 (stereo not drawn)
  ? | nt
- COc1ccccc1NS(=O)(=O)c1cc(N/C(=N\S(=O)(=O)c2ccccc2)c2ccc(F)cc2)ccc1Cl
  ? | nt
- Cc1nn(CCC(=O)N2CCN(S(=O)(=O)c3ccccc3)CC2)c(C)c1C
  i | 24
- O=C(O)CN1C(=O)/C(=C\c2cc([N+](=O)[O-])ccc2OCc2ccccc2Cl)SC1=S
  ? | nt
- Cc1cc2c(C)cc(=O)oc2c2c1NCCC2
  ? | nt
- CC(=O)c1ccc(N2CCN(CC(=O)Nc3ccccc3N3CCOCC3)CC2)cc1
  2% | -6
- Cc1c(/C=C2\SC(=Nc3cccc(C(=O)O)c3)NC2=O)c2ccccc2n1C
  ? | nt
- COCCCNc1nc(N)c([N+](=O)[O-])c(NCc2ccccc2)n1
  ? | nt
- CC(=O)c1ccc(S(=O)(=O)N(C)CC(=O)Nc2cc(C)on2)cc1
  ? | nt
- CCN(CC)c1cc(C)c2ccccc2n1
  -7% | 2
- CCC(C)[C@H]1COCCS(=O)(=O)N1Cc1ccc(Cl)cc1Cl (stereo partly drawn)
  33% | 9
- O=C(CCCn1cncn1)N1CCCC(Nc2ccc(F)cc2)C1 (stereo not drawn)
  ? | nt
- CCOC(=O)c1[nH]c2ccccc2c1NC(=O)CCN1CC(C)OC(C)C1 (stereo not drawn)
  21% | 14
- O=C(c1ccco1)N1CCN(S(=O)(=O)Cc2ccc(Cl)cc2)CC1
  -31% | -5
- COc1ccc(N2CCN(C(CNC(=O)COc3ccccc3)c3ccco3)CC2)cc1 (stereo not drawn)
  i[0.0737 µM] | 12
- O=C(/C=C/c1cccc(Br)c1)NC1CCN(Cc2ccccc2)CC1
  i | -3
- COc1cc2c(cc1OC)CN(C(=S)Nc1ccc(C)cc1C)CC2
  -12% | -6
- COc1cc2c(cc1NC(=O)CSc1nc3ccccc3[nH]1)oc1ccccc12
  i | nt
- Cc1ccc(OCC(=O)NNC(=O)c2cc(C)[nH]n2)cc1
  ? | nt
- CC(C)CC(=O)NC(=S)Nc1cccc(NC(=O)c2ccccc2)c1
  ? | nt
- O=C(N/C(=C/c1cccc(Br)c1)c1nc(=S)[nH][nH]1)c1ccccc1
  ? | nt
- Cc1nonc1NC(=O)c1ccccc1Br
  6% | 4
- COc1cccc(CN2CCN(Cc3nc(-c4cccs4)oc3C)CC2CCO)c1 (stereo not drawn)
  8% | 2
- C#CCONC(=O)c1cc(OCC(F)(F)F)ccc1OCC(F)(F)F
  18% | -5
- O=C1OC(/C=C/c2ccccc2)=NC/1=C/c1ccco1
  ? | nt
- COc1ccccc1C(=O)Nc1ccc(C2=NNC(=O)CC2C)cc1 (stereo not drawn)
  7% | 13
- COc1cccc(NC(=O)c2sc3ncn(CC(=O)N4CCN(c5ccccn5)CC4)c(=O)c3c2C)c1
  i | -16
- CC1=NN(C(=O)c2ccc(Cn3cc([N+](=O)[O-])cn3)cc2)C(O)(C(F)(F)F)C1 (stereo not drawn)
  ? | nt
- Cc1ccc(N(C(=O)c2csnn2)C(C(=O)NC2CCCCC2)c2ccncc2)c(C)c1 (stereo not drawn)
  i | 5
- O=C(NC12CC3CC(CC(C3)C1)C2)N1CCN(c2nc(-c3ccccc3)cs2)CC1
  ? | nt
- COc1ccccc1NC(=O)COC(=O)Cc1cccs1
  -3% | -3
- Cc1nn(C)cc1/C=N/NC(=O)C1(O)c2ccccc2-c2ccccc21
  ? | nt
- COc1cc(/C=C(\C#N)C(=O)NCc2ccccc2)ccc1OCc1ccc(C(=O)O)cc1
  ? | nt
- CCOC(=O)C1=C(C)C(c2ccc(OC)cc2OC)NC(=O)N1 (stereo not drawn)
  3% | 0
- COc1cc(/C=N/NC(N)=S)ccc1OC(=O)c1ccc(C)cc1
  i | -10
- O=C(Nc1sc2c(c1C(=O)O)CCCCC2)c1ccco1
  14% | -10
- CCN(C(=O)COC(=O)c1cc([N+](=O)[O-])ccc1N1CCOCC1)c1ccccc1
  ? | nt
- O=C(NCc1cccc(F)c1)C1CCN(S(=O)(=O)Cc2ccccc2)CC1
  ? | nt
- CC12CCC(C(=O)N3CCCCC3)(CC1=O)C2(C)C (stereo not drawn)
  i | nt
- COc1ccc(CCNC(=O)COC(=O)/C=C/c2ccc(OCC#N)c(OC)c2)cc1OC
  ? | nt
- COc1ccc(/C=N/N2C(=O)CSC2=S)cc1
  ? | nt
- Cc1ccc(C2CC(=O)C=C(NCC(C)C)C2)cc1 (stereo not drawn)
  ? | nt
- CNC(=S)NNC(=O)c1cccc(C(F)(F)F)c1
  9% | nt
- CN1C(=O)CCC1(O)c1ccccc1 (stereo not drawn)
  6% | 9
- COc1ccc(OC)c(-n2nnnc2SCC(=O)Nc2ccc3c(c2)OCCO3)c1
  ? | nt
- CCCCCC(N)=O
  ? | nt
- Cc1ccc(S(=O)(=O)N(CC(=O)NCc2ccccc2)C(=O)N2CCN(C)CC2)cc1
  0% | -2
- Cc1[nH]n(-c2ccccc2)c(=O)c1/C=N/N1CCOCC1
  19% | -8
- CCOc1cc(-c2nn3cnnc3s2)cc(OCC)c1OCC
  ? | nt
- COc1cc(/C=C2\SC(=S)N(CC(=O)Nc3ccccn3)C2=O)cc(OC)c1OC
  -5% | -8
- Cc1ccc(-c2cc(-c3ccccc3Cl)c(C#N)c(N)n2)o1
  ? | nt
- CCCCC(OC(=O)CN1C(=O)COc2ccccc21)C(=O)NC1CCCCC1 (stereo not drawn)
  ? | nt
- Cc1ccc(-c2nc(CS(=O)CC(=O)NCCCN3CC(C)CC(C)C3)c(C)o2)cc1 (stereo not drawn)
  ? | nt
- COc1ccc(NC(=O)/C=C/c2cccc(C(F)(F)F)c2)cn1
  ? | nt
- CC(=O)Nc1ccccc1P(=O)(c1ccccc1)c1ccccc1OC(C)=O (stereo not drawn)
  4% | 23
- CCN(CC)CCOc1cc2c(nn1)Oc1ccccc1N2C
  ? | nt
- COC(=O)C1=CN(Cc2ccc(OC)cc2)C=C(C(=O)OC)C1c1ccsc1
  ? | nt
- O=C(NCc1nc2ccccc2[nH]1)c1cc2ccccc2oc1=O
  ? | nt

4 compounds out of the list above, ordered by the value under S3 lipid droplet cell count max, high to low:
smiles	S3 lipid droplet cell count max
CC(=O)Nc1ccccc1P(=O)(c1ccccc1)c1ccccc1OC(C)=O (stereo not drawn)	23
CN1C(=O)CCC1(O)c1ccccc1 (stereo not drawn)	9
Cc1ccc(S(=O)(=O)N(CC(=O)NCc2ccccc2)C(=O)N2CCN(C)CC2)cc1	-2
COc1cc(/C=C2\SC(=S)N(CC(=O)Nc3ccccn3)C2=O)cc(OC)c1OC	-8

Returning to the listing, starting 2 compounds before the break.
Values run as follows: S3 lipid droplet | S3 lipid droplet cell count max
- COC(=O)C1=CN(Cc2ccc(OC)cc2)C=C(C(=O)OC)C1c1ccsc1
  ? | nt
- O=C(NCc1nc2ccccc2[nH]1)c1cc2ccccc2oc1=O
  ? | nt
- Cc1cccc(C(=O)OCC(=O)Nc2ccc3c(c2)OCCO3)c1O
  1% | -6
- Cc1ccc(CN2C3=NC(=O)CN3c3ccccc32)cc1
  12% | -2
- CCOC(=O)C1C(c2ccc(O)c(OC)c2)NC(=O)NC1(O)C(F)(F)F (stereo not drawn)
  25% | -10
- O=C(Nc1ccccc1)Nc1cccc2nsnc12
  ? | nt
- CCOC(=O)c1c(NC(=S)Nc2ccc(OC)cc2)sc2c1CCC2
  1% | -7
- O=C(Nc1cccc(Cl)c1)c1nc[nH]c1C(=O)N1CCc2ccccc2C1
  ? | nt
- CC(=O)Nc1ccc(S(=O)(=O)n2cnc(C)c2)cc1
  ? | nt
- CN(C)C(=O)CCSc1nnc(-c2ccco2)o1
  ? | nt
- Cc1cccc(C)c1NC(=O)CSc1nnc(-c2cnccn2)n1C
  ? | nt
- COC(=O)c1ccc(C)c(NC(=O)CN2C(=O)c3ccccc3S2(=O)=O)c1
  -26% | -11
- Cc1cccc(N2CC(c3nc4ccccc4n3C)CC2=O)c1C (stereo not drawn)
  1% | 16
- CCOC(=O)CSc1nc2c(c(=O)n(Cc3ccccc3Cl)c(=O)n2C)n1C
  17% | 5
- O=C(N/N=C/c1c[nH]c2ccc(Br)cc12)c1ccc2c(c1)OCO2
  21% | nt

These rows are one share of the data, so the mix of outcomes need not match the whole.
